# Assay outcomes deposited in PubChem by several laboratories.
# MRP-1 activ = activates MRP-1. 0.61% of 140,000 active. viability increase, % at 10 µM. H69AR cells + doxorubicin, viability rescue, CellTiter-Glo;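 active means viability gain under doxorubicin at or above a set limit, the compound median plus 3 SD, cut at about 4.7% in these data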;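 further: MRP-1 overexpressing cells given doxorubicin 25 µM after compound pretreatment; 18-22 h compound pretreatment then 72 h with doxorubicin before readout; 0% = doxorubicin-only wells and 100% = vehicle-treated cells without doxorubicin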
# E-sel TNF inh = blocks E-selectin expression induced by TNF alpha. HUVEC TNFa-induced E-selectin immunofluorescence, high content. inhibition, % at 2 µM. 0.71% of 120,000 active;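 active means inhibition above the batch mean plus 3 SD, and confirmed as a hit on visual image review, cut at about 43% in these data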;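 further: 0% = TNF-stimulated DMSO wells and 100% = unstimulated control wells; not every result past the cut was called active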
# NPY-Y2 antag = NPY-Y2 (human) receptor antagonism | P49146 | NPY-Y2 expressing cells, antagonist mode | inhibition, % at 2.7 µM | 0.99% of 140,000 active; in the data active means inhibition above about 17%;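 further: 0% = vehicle with agonist challenge and 100% = reference antagonist with challenge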
# Target sequence (P49146 whole entry, looked up): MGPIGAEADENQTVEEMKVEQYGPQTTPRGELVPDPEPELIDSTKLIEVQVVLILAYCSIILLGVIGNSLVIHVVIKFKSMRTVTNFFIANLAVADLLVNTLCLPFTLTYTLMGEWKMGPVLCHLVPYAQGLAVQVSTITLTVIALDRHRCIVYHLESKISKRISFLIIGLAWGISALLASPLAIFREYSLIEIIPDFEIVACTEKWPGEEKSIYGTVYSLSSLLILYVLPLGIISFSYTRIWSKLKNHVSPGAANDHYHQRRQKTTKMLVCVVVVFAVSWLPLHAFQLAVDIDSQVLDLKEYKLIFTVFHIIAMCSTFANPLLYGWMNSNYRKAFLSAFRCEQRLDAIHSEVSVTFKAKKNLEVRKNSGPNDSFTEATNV
# BB579 growth dn = yeast BB579 growth reduction in restrictive medium; S. cerevisiae BB579 growth, OD615, 48 h; AID 804; 0.51% of 140,000 active; inhibition, % at 10 µM;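 active means inhibition above a set limit, 3 SD over the mean compound inhibition, cut at about 44% in these data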; further: inactives centre near -24
#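 Material: Saccharomyces cerevisiae DeaD strain BB579, replicative lifespan model yeast; buffer or medium: CSMM-D restrictive synthetic medium containing dextrose (glucose); compound: 10 µM single dose, DMSO 0.25%; timing: 48 h compound exposure at 30 °C after 4 h preincubation; signal: turbidity as optical density at 615 nm; benchmarks: positive control amphotericin B 10 µg/mL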
# Phagocytosis inh = blocks phagocytosis by macrophages. 0.07% of 110,000 active. inhibition, % at 5 µM. J774A.1 macrophage IgG-bead phagocytosis, imaging;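 active means inhibition above the mean of the plate negative controls plus 5 SD, cut at about 13% in these data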;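 further: phagocytic index as fraction of beads internalized from green versus red external bead signal; plate controls were DMSO negative control for no effect and cytochalasin-D positive control for full effect; some results beyond the cut were filed as inactive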
# Measles CPE = protection of cells from measles virus; Measles virus-infected cells, CPE protection, absorbance; protection (pct of control), % at 4 µM; 1.5% of 140,000 active; AID 841; in the data active means protection mostly above about 24%, no sharp cut-off; inactive means mostly below about 26%; further: some compounds called inactive have numbers as strong as hits
# HCT116 bCat-KO = beta-catenin-lacking colon tumor cell growth suppression; AID 818; HCT116 beta-catenin knockout viability, CellTiter-Glo, 60 h; stronger effect = lower value; viability, % at 10 µM; 1.5% of 140,000 active;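 active means viability at or under a set limit, the compound median less 4 SD, cut at about 6% in these data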;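 further: 0% = Hyamine 1622 control at 20 µM and 100% = untreated cell control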
# Yeast lifespan up = extends the lifespan of yeast | S. cerevisiae growth with nicotinamide, OD615; deaD strain in restrictive glucose medium | inhibition of the nicotinamide effect, % at 10 µM | 0.68% of 130,000 active;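 active means inhibition above a set limit, placed 3 SD over the median of all compounds, cut at about 26% in these data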;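 further: 0% = nicotinamide-treated wells and 100% = cells grown without nicotinamide; some compounds called inactive have numbers as strong as hits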
#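 Measured by: optical density (absorbance) at 615 nm; System: modified budding yeast, DeaD strain; Medium: restrictive CSMM-D dextrose medium; Timing: 4 h preincubation then 48 h treatment at 30 °C.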
# HCT116 PTEN-null = growth suppressors of cells with PTEN tumor suppressor deletion | AID 827 | viability, % at 10 µM | 1.2% of 140,000 active | HCT116 PTEN-null viability, CellTiter-Glo, 60 h; stronger effect = lower value;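 active means viability at or below a set limit, 4 SD under the median of all tested compounds, cut at about 3.7% in these data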;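 further: PTEN knockout HCT116 line with beta catenin targeted HCT116 as companion control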
# GALR2 blocker = blocks the human galanin receptor 2; O43603; GALR2-expressing cells, antagonist mode; inhibition, % at 4 µM; 0.39% of 140,000 active; in the data active means inhibition above about 27%;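 further: cells stimulated with galanin 1-16 at roughly its EC80; 0% = agonist challenge control and 100% = basal control without agonist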
# Target sequence (O43603 whole entry, looked up): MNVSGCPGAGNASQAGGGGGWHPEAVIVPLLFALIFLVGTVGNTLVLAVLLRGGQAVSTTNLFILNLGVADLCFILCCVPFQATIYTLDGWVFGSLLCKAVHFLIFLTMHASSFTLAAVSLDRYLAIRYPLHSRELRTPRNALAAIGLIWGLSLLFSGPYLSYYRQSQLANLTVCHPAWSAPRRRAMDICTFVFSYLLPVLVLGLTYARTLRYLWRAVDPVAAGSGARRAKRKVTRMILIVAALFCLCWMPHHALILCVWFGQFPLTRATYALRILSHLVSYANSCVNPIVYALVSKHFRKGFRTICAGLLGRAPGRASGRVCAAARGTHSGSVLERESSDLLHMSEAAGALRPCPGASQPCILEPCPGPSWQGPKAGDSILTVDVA
# * = called active by the depositor; · = not tested or not shown.
molecule,HCT116 bCat-KO,Yeast lifespan up,Measles CPE,E-sel TNF inh,Phagocytosis inh,MRP-1 activ,BB579 growth dn,GALR2 blocker,NPY-Y2 antag,HCT116 PTEN-null
O=C1C2C3C=CC(C3)C2C(=O)N1c1ccccc1OS(=O)(=O)c1ccccc1 (centres undefined),88,-2,8,-6,-5,-1.0,-12,4,1,94
CCC(=O)NCc1nc2ccccc2n1Cc1ccccc1F,105,-14,23,65*,-3,-0.5,-17,-13,-3,89
Cc1ccc(-c2nc3ncccn3c2Nc2ccc3c(c2)OCO3)o1,90,-5,6,15,·,-3.0,-36,1,3,94
Cc1ccc(C)c(-n2c(-c3ccc4c(c3)OCO4)n[nH]c2=S)c1,103,-7,25,0,-1,-0.9,-11,10,2,93
CCC(C)c1ccccc1NC(=O)COC(=O)c1ccc(C)c(NC(=O)c2ccco2)c1 (centres undefined),91,-1,2,12,1,-0.7,-50,4,3,100
COc1cccc(C2CC(c3ccc(Cl)cc3)n3nc(N)nc3N2)c1 (centres undefined),94,-5,14,·,0,-2.1,10,-7,-1,84
CCc1nnc(NC(=O)CSc2nnc(CSc3nc(C)cc(C)n3)n2C)s1,99,-7,7,·,0,0.2,-26,-4,1,104
O=C(CSc1nccc(=O)[nH]1)c1ccccc1Br,99,-10,30,0,0,-1.0,-17,-1,5,103
CCc1nnc(NC(=O)CSc2nccn2-c2cccc(C)c2C)s1,41,-7,6,·,-1,-3.5,-9,-5,5,33
O=C(Nc1ccc2oc(-c3cccc4ccccc34)nc2c1)c1ncn[nH]1,23,-11,4,-13,0,-5.3,-6,11,2,25
CN(C)c1nn(C(=O)Nc2cccc(C(F)(F)F)c2)cc1-c1ccccc1,51,-8,11,-1,0,-6.2,-20,4,1,21
Cc1sc(-c2ccncc2)nc1OC(=O)c1cc(Cl)cc(Cl)c1,98,0,12,-29,·,-1.1,-6,-8,0,102
COc1cc(-c2nc(-c3ccc(Br)o3)no2)cc(OC)c1OC,82,-11,2,·,0,-1.2,-24,6,2,79
COc1ccc(COc2cc(-c3cccc(OC)c3)nc3ccc(NC(=O)C(C)C)cc23)cc1,21,-2,1,·,·,-4.1,6,-8,4,25
Cc1ccccc1NC(=O)c1cccc2nc3ccccc3nc12,44,-23,9,4,·,-3.6,-39,18,19*,15
Cc1cccc(C(=O)O/N=C2\CCSc3ccc(C)cc32)c1,89,10,3,-14,0,-1.5,-23,-4,7,80
COc1ccc(C(=O)NC(NC(=S)Nc2ccc(S(N)(=O)=O)cc2)C(Cl)(Cl)Cl)cc1 (centres undefined),72,-19,11,-7,0,-2.0,-29,-7,11,72
O=C(Nc1ccc(Br)cc1F)C1CCCO1 (centres undefined),106,·,15,2,·,-0.1,3,-3,3,98
COCCNC(=O)C(=O)c1cc(C)n(-c2ccc([N+](=O)[O-])cc2)c1C,94,-5,36,38,0,0.3,-44,3,0,98
C=CCn1c(-c2ccc([N+](=O)[O-])cc2)n[nH]c1=S,92,-1,38*,-19,·,-1.8,-12,7,0,99

# (continued)
molecule,HCT116 bCat-KO,Yeast lifespan up,Measles CPE,E-sel TNF inh,Phagocytosis inh,MRP-1 activ,BB579 growth dn,GALR2 blocker,NPY-Y2 antag,HCT116 PTEN-null
COC(=O)c1sccc1NC(=O)c1cccnc1,90,-16,22,-15,-1,-1.2,18,0,-1,89
Cc1cc(NS(=O)(=O)c2ccc(-c3ccccc3)cc2)no1,99,8,5,1,-1,-1.0,-21,-7,8,93
CCOC(=O)c1cc2sccc2n1CC(=O)Nc1ccc(OC)cc1OC,77,-5,13,-63,-1,-5.1,-42,0,5,82
O=C(c1ccc(C(F)(F)F)cc1)N1CCC(=O)N(C(COCc2ccc(C(F)(F)F)cc2)Cc2ccccc2)CC1 (centres undefined),29,0,0,·,·,-3.6,-26,1,5,31
N#Cc1c(N)oc(-c2cccs2)c1-c1cccs1,82,-17,13,-4,-2,-0.6,-8,1,6,100
CN1CCN(c2nc(-c3cccs3)nc3ccccc23)CC1,75,1,18,18,-5,-0.9,-47,0,9,84
O=C(OCC(=O)N1CCc2ccccc2C1)c1cccc([N+](=O)[O-])c1,94,-6,9,8,-3,2.9,-20,-9,2,92
C/C(=N\NC(=O)Cc1cccn1C)c1cccs1,97,-6,0,-4,-2,0.6,-32,-5,2,103
Cc1ccc2[nH]cc(CCNC(=O)c3ccc([N+](=O)[O-])cc3)c2c1,106,-8,8,-6,-6,-1.5,17,-2,0,108
CC(=O)Nc1ccc2nc(-c3cccs3)[nH]c2c1,89,-16,10,·,0,-4.2,-21,-8,-1,93
CC(C)C(OC(=O)c1cc2occc2n1C)C(=O)NCc1ccc2c(c1)OCO2 (centres undefined),93,6,4,·,0,-2.9,-65,13,5,94
CCOc1ccc(NS(=O)(=O)c2cc(OC)ccc2OC)cc1,83,-13,19,0,3,-2.1,-8,4,-1,92
CCOc1cc(/C=C2\C(=O)N(c3nc(-c4ccc(Br)cc4)cs3)N=C2c2ccccc2)ccc1O,99,-3,0,5,0,-0.1,-34,-6,0,94
O=C(CSc1nc2c(c(=O)n1-c1ccc(Br)cc1)SCC2)NCC1CCCO1 (centres undefined),79,-4,15,13,·,-3.4,2,-10,8,79
O=C(/C=C/c1ccc(S(=O)(=O)N2CCOCC2)cc1)NCc1ccccc1Cl,93,2,19,·,-1,-1.8,-16,10,1,96
COc1ccc2cc(CN(CC3CCCO3)S(=O)(=O)c3ccc(C(C)=O)cc3)c(=O)[nH]c2c1 (centres undefined),92,-4,11,·,-1,-3.6,-30,9,3,106
Cc1ccc(NC(=O)C2CCN(S(=O)(=O)c3cccc4cccnc34)CC2)nc1,86,-2,5,·,0,-3.8,-18,0,2,101
CCC1(C)Cc2ccccc2-c2c1c(=O)n(-c1ccc(C)cc1)c1nnnn21 (centres undefined),89,-8,5,3,-1,-2.0,-36,-1,0,96
O=C1C(Cc2ccc(O)cc2)NC(=S)N1c1ccccc1 (centres undefined),102,-5,12,-13,·,-2.4,-14,-2,0,99
COc1ccc(CC(=O)N2CCCC(C)C2)cc1 (centres undefined),89,-16,10,-14,-1,-1.4,-28,2,0,104

# (continued)
molecule,HCT116 bCat-KO,Yeast lifespan up,Measles CPE,E-sel TNF inh,Phagocytosis inh,MRP-1 activ,BB579 growth dn,GALR2 blocker,NPY-Y2 antag,HCT116 PTEN-null
O=C(CSc1ccc(Cl)cc1)N1CCN(c2ccc(Cl)cc2[N+](=O)[O-])CC1,50,24,4,-31,1,-1.4,-49,-15,4,60
CN(C)c1nc(OCCNC(=O)COc2ccccc2Cl)nc(N(C)C)n1,96,·,7,27,·,-1.4,-22,4,4,96
O=C(c1cnc(N2CCN(c3ncccn3)CC2)c2ccccc12)N1CCN(c2ncccn2)CC1,22,-17,19,7,·,-2.3,-63,-4,3,20
CC(C(=O)NCc1cccs1)N1C(=O)c2ccccc2C1=O (centres undefined),98,-8,6,-3,-2,-1.7,-20,13,3,95
CCN(CC)CC#CCC1(O)c2ccccc2-c2ccccc21,96,-17,12,-75,·,-2.6,-50,-1,3,92
COC(=O)/C(=C(/F)Sc1cc(C)c(O)c(C)c1)C(F)(F)F,80,7,2,13,1,-1.1,-22,8,-1,78
Cc1ccc(S(=O)(=O)NCCC(=O)N2CCN(Cc3ccccc3)CC2)cc1,97,-10,5,-2,-1,0.2,-45,7,3,101
CC(=O)Nc1cccc2c1C(=O)N(c1ccc(C)cc1)C2=O,99,·,19,11,·,-5.7,-38,19,0,96
O=C(C1CCCN1S(=O)(=O)c1cccc2cccnc12)N1CCN(c2ccccc2)CC1 (centres undefined),87,-8,5,·,0,-0.7,-15,6,2,76
COc1ccc(-c2nc3nc(C)c(Cc4ccccc4)c(=O)n3[nH]2)cc1,103,-18,6,·,3,-2.4,-53,13,3,100
c1cc2c(cnc3cscc32)s1,102,-4,34*,·,-6,-2.8,-7,-10,4,93
O=C(COC(=O)/C=C/c1ccc(OC(F)F)cc1)NCc1cccs1,97,-4,7,4,-9,-0.8,-11,-11,7,97
CC(=O)Nc1cccc(N(C)C)c1,99,-18,23,-12,0,-0.1,-23,5,0,104
COC(=O)c1ccc(NC(=O)CCNS(=O)(=O)c2cccc3nonc23)cc1,90,-2,13,-31,-2,-3.4,-30,11,2,82
COc1ccc(OCc2cccc(C(=O)Nn3cc([N+](=O)[O-])cn3)c2)cc1,87,·,11,-5,·,-3.4,-36,-4,0,91
O=C(N/N=C/C=C/c1ccco1)/C(=C/c1ccccc1)NC(=O)c1ccccc1,82,-4,17,·,·,-0.6,-37,6,4,84
CCOC(=O)C(CCCOc1ccccc1)C(=O)OCC,98,-4,2,-7,0,1.0,-27,-7,7,93
CC1Cc2ccccc2N1CC(=O)NCc1ccccc1Cl (centres undefined),86,8,5,-4,-5,-2.9,-34,18,5,86
O=C(O)C1CCCCC1C(=O)Nc1ccccc1C(=O)N1CCN(c2ccc(F)cc2)CC1 (centres undefined),100,-1,5,57,-3,-1.7,-20,-1,4,108
c1ccc2c(c1)nc(NCCN1CCOCC1)c1nncn12,89,1,8,·,0,-2.3,-11,1,4,95

# (next part)
molecule,HCT116 bCat-KO,Yeast lifespan up,Measles CPE,E-sel TNF inh,Phagocytosis inh,MRP-1 activ,BB579 growth dn,GALR2 blocker,NPY-Y2 antag,HCT116 PTEN-null
CCOC(=O)c1cnn2c1[nH]c(=O)c1ccccc12,109,-25,7,·,1,-1.1,3,-6,2,93
O=C(Oc1ccc2ccccc2c1)c1ccccc1,84,-15,7,10,1,3.6,-41,2,7,·
Cc1ccc(S(=O)(=O)C(C#N)c2nc3ccccc3nc2N2CCN(C)CC2)cc1C (centres undefined),94,-6,2,22,1,-0.5,26,-8,-4,88
COc1ccc(N2C(=O)CC(NCc3ccc(F)cc3)C2=O)cc1 (centres undefined),97,·,10,14,·,0.5,-14,-1,2,99
CCCC(=O)Nc1c(-c2cccs2)c(=O)c2ccccc2n1C,103,10,3,-12,0,-1.2,28,-4,3,101
CCNC(=O)NC(=O)C(C)Sc1nc2cc(C(=O)OC)ccc2c(=O)n1-c1ccccc1 (centres undefined),93,-4,13,-19,0,-0.7,-23,-11,9,104
COc1cccc(N2CC(C(=O)Oc3ccc4ccccc4c3)CC2=O)c1 (centres undefined),95,-5,21,-36,1,-2.9,-38,-7,5,99
O=C(c1ccc2c(c1)OCO2)N(CC1CCCO1)C1(C(=O)NC2CCCC2)CCCCC1 (centres undefined),71,-10,9,30,3,-5.4,-20,4,16,70
Cc1cccc2cc(COC(=O)COc3ccccc3)c(=O)[nH]c12,102,1,21,-2,1,0.7,-79,-10,-2,110
COc1ccc(C(=O)Oc2cc(/C=N/NS(=O)(=O)c3ccccc3)ccc2OC)cc1,87,-4,7,-20,8,-1.1,3,-15,3,77
CCn1c(SCC(=O)NC(=O)NCc2ccco2)nc2sc(C)c(C)c2c1=O,88,-3,15,-33,0,-3.7,-49,-3,3,96
